From PubChem BioAssay
MEKK3 PB1 HTS: modulators of MEKK3-MEK5 PB1 binding, primary screen, biochemical, wildtype MEKK3, multiplex bead flow cytometry, Alexa488-MEK5. Mitogen-activated protein kinase kinase kinase 3 (Homo sapiens), Q99759. bead-based flow cytometry, Alexa488-MEK5 binding to MEKK3; actives lie on both sides; 0 = blocked by unlabeled MEK5, 100 = vehicle. binding response (% of control), % at 10 µM. 1.4% of 290,000 active;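 active = binding response more than 3 SD above or below the average of its plate-row segment, actives on both sides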;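 note: Alexa488 bead fluorescence after subtracting the streptavidin-only scavenger bead signal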
Target sequence (Q99759 whole entry, looked up): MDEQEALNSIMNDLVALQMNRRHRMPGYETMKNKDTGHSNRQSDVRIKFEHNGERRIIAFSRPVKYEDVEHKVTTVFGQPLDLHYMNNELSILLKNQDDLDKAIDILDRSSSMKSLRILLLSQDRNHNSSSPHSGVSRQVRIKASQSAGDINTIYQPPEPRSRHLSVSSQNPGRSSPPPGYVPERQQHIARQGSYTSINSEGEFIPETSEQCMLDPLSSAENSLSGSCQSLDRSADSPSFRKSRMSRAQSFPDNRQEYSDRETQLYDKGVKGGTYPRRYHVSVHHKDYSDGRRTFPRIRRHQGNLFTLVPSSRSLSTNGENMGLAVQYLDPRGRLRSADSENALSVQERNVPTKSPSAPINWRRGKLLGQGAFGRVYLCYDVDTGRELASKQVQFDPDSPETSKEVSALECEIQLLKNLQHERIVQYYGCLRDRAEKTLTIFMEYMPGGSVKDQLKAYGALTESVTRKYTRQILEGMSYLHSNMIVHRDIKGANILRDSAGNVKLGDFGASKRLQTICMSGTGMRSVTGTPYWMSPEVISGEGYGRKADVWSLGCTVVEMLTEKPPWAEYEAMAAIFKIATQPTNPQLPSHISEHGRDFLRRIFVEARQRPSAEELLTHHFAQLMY
DNA FID counter: compounds displacing fluorescent DNA intercalator, primary screen, artefact control for HCV NS3 helicase inhibitor project, biochemical, FID fluorescence | 0.17% of 290,000 active | inhibition, % at 7.9 µM | DNA fluorescent intercalator displacement; in the data active = inhibition above about 37%;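 note: 0% = vehicle and 100% = reference compound; higher means more ethidium bromide displaced from hairpin DNA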
SUMO HTRF inh: inhibitors of in vitro SUMOylation cascade, primary screen, biochemical, HTRF, uHTS. SUMO-conjugating enzyme UBC9 (Homo sapiens), P63279. 0.36% of 290,000 active. AID 2006, 2009. HTRF SUMOylation assay, SAE1/SAE2 + UBC9. inhibition, % at 35 µM; in the data active = inhibition above about 50%, passing the limit was not always enough; note: strong numbers were not always called active
Target sequence (P63279 whole entry, looked up): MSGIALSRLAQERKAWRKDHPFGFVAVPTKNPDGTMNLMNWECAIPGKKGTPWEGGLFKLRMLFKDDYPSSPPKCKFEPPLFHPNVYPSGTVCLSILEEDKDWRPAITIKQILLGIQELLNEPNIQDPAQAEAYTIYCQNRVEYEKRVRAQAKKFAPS
MEKK2mut PB1 HTS: MEK5 binding signal on mutant MEKK2 PB1, primary screen, biochemical, multiplex bead flow cytometry, Alexa488-MEK5; 0.35% of 290,000 active; percent response, % at 10 µM; Alexa488-MEK5 binding to MEKK2 mutant; in the data active = percent response above about 24%, passing the limit was not always enough; note: inactives centre near 1; some results filed as inactive read as strong as hits
CRFBP-R2 agonist: agonists of CRF-BP/CRF-R2 complex, primary screen, cell-based, HEK293, calcium dye fluorescence, uHTS; CRF-binding protein / CRF receptor 2 complex (human); calcium dye fluorescence (FLIPR); percent of saturating CRF peptide response; activation, % at 13.2 µM; 0.46% of 350,000 active;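 active = activation of at least 50%, plus an integration ratio under a set limit after plate pattern correction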;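 note: plate controls were neutral control wells without compound for no effect and CRF at EC100 for full effect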
NS3 helicase inh: inhibitors of HCV NS3 helicase, primary screen, biochemical, Cy5 molecular beacon fluorescence; Hepatitis C virus NS3 helicase; NS3 helicase DNA unwinding; inhibition, % at 10.9 µM; 0.56% of 290,000 active; AID 1800, 2009;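 active = inhibition above the mean of all tested compounds plus 3 SD, set per campaign, cut at about 35% in these data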;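 note: 0% = DMSO wells and 100% = thioflavine S control wells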
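assay system = NS3 helicase fragment of HCV | buffer or medium = MOPS pH 6.5, MgCl2, DTT, Tween20, BSA | timing = 60 min unwinding reaction at 25 °C after ATP addition | signal = Cy5 beacon fluorescence read at start and 1 h | read-out basis = % inhibition of unwinding | control set = low DMSO, high thioflavine S at 110 µM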
CRFBP-R2 block: antagonists of CRF-BP/CRF-R2 complex, primary screen, cell-based, HEK293, calcium dye fluorescence, uHTS; CRF-induced calcium fluorescence; inhibition, % at 11.8 µM; 0.59% of 350,000 active; AID 588475, 2011;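 active = inhibition of the ligand-induced calcium signal above about 50% at the single tested concentration, limit read from the data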
MEKK2 WT-MEK5: modulators of MEK5 binding to wildtype MEKK2, primary screen, biochemical, multiplex bead flow cytometry, Alexa488-MEK5; Mitogen-activated protein kinase kinase kinase 2 (Homo sapiens), Q9Y2U5; Alexa488-MEK5 binding to MEKK2 WT; actives lie on both sides; binding response (% of control), % at 10 µM; 1.1% of 290,000 active; AID 1531, 2009; in the data active = binding response below about 67% or above about 130%
GalR3 antag: GalR3 antagonists in HEK293 cells, primary screen, cell-based, fluorescence readout | Galanin receptor type 3 (Homo sapiens), O60755 | HEK293 GalR3-CNG cAMP membrane potential fluorescence; galR3 body fused to GalR1 C-terminus | inhibition, % at 3 µM | 0.44% of 360,000 active | AID 651719, 2012;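 active = inhibition above the screen-wide average plus 3 SD, cut at about 13% in these data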;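 note: forskolin and galanin both at EC90 stimulate the cells; cAMP rise reported by CNG channel membrane potential dye signal; 0% = forskolin plus galanin with DMSO and 100% = forskolin alone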
Target sequence (O60755 1-299 limits assumed): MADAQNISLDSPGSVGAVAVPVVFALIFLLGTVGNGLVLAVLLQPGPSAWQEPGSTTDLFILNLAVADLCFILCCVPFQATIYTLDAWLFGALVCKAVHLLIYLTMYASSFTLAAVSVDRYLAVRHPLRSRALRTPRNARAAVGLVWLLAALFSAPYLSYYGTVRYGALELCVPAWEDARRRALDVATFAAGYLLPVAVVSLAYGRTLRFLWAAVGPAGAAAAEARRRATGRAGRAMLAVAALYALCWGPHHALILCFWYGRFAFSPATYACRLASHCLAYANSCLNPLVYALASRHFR
Numbers without * were called inactive; nt = not tested or not shown. A portion of the library; the hit share may differ from the screen's.

[1] CCOc1ccc2nc(NC(NC(=O)CC)(C(=O)OC)C(F)(F)F)sc2c1 (centres undefined)
[2] O=C(NC1CCCCC1)c1ccc(S(=O)(=O)N2CCOCC2)cc1
[3] COC(C[C@H](O)C[C@@H](O)[C@@H](C)OCc1ccccc1)OC
[4] N#Cc1cccc(Nc2c3c(nc4ccccc24)CCCC3)c1
[5] O=C(Oc1ccc2ccccc2c1Cl)N1CCCCCC1
[6] CC(=O)Nc1ccc(S(=O)(=O)NNC(=O)c2cccc3ccccc23)cc1
[7] O=C(Nc1ccccc1O)c1ccc2c(c1)C(=O)N(c1ccccc1)C2=O
[8] CSc1ccc(C2CC(=O)Nc3nc(SC)[nH]c(=O)c32)cc1 (centres undefined)
assay / entry	1	2	3	4	5	6	7	8
MEKK3 PB1 HTS	97	nt	94	102	102	105	95	114
DNA FID counter	-18	-2	nt	7	-12	-2	0	-6
SUMO HTRF inh	8	-1	13	-4	-7	4	14	-8
MEKK2mut PB1 HTS	2	nt	1	3	5	4	-1	0
CRFBP-R2 agonist	-0.3	0.0	-0.3	1.6	-1.6	-1.4	1.7	-0.6
NS3 helicase inh	-7	0	nt	-4	11	7	-9	1
CRFBP-R2 block	6	13	5	-27	8	4	0	40
MEKK2 WT-MEK5	101	nt	110	102	93	104	101	107
GalR3 antag	-1	-1	4	-8	-6	-3	2	-2

[9] Cc1ccc2[nH]c(=O)c(CN(CCCO)C(C)c3nnnn3Cc3ccco3)cc2c1 (centres undefined)
[10] COc1ccc(OC)c(NC(=O)C2CCCN(S(C)(=O)=O)C2)c1 (centres undefined)
[11] O=c1oc(-c2ccco2)nc2sc3c(c12)CCCCC3
[12] Cc1ccc(S(=O)(=O)N2CCN(CC(=O)N/N=C\c3ccccn3)CC2)cc1
[13] CCC(=O)Nc1ccc(C=C(C(C)=O)C(C)=O)cc1
[14] N=c1c(S(=O)(=O)c2ccc(Br)cc2)cc2c(=O)n3ccccc3nc2n1Cc1ccco1
[15] COc1cccc(CNc2nc3ccccc3n2CCN2CCCCC2)c1
[16] CC(=O)c1ccc(OCCCC(=O)OCC(=O)N2CCN(c3ccccc3)CC2)cc1
assay / entry	9	10	11	12	13	14	15	16
MEKK3 PB1 HTS	119	105	98	108	101	105	96	103
DNA FID counter	-16	-6	-3	-24	1	-8	13	-19
SUMO HTRF inh	-5	0	27	13	19	nt	26	25
MEKK2mut PB1 HTS	24	11	-4	8	-1	4	9	6
CRFBP-R2 agonist	3.6	-1.5	0.6	0.1	4.1	28	-1.6	1.5
NS3 helicase inh	27	-2	3	-7	-2	15	-16	0
CRFBP-R2 block	-7	0	38	-3	22	-9	-11	5
MEKK2 WT-MEK5	118	107	100	102	100	103	106	104
GalR3 antag	4	-10	3	-9	1	-5	-5	-2

[17] COc1cccc(-c2onc3ccc(C(=O)/C=C/N(C)C)cc23)c1
[18] Cc1c(S(=O)(=O)NC(C)c2ccccc2)c(=O)n(C)c(=O)n1C (centres undefined)
[19] COc1ccc(OC)c(CCNC(=O)c2sc3nc4n(c(=O)c3c2C)CCC4)c1
[20] CCN(CC)CC(O)COc1ccc2c(c1)OCO2 (centres undefined)
[21] COc1ccc(NC(=O)c2ccc(COc3ccccc3Br)o2)cc1OC
[22] CCOc1ccc(S(=O)(=O)N(C)CC(=O)NCc2ccccn2)cc1
[23] CC(=O)Nc1ccc(NS(=O)(=O)c2cc([N+](=O)[O-])ccc2C)cc1
[24] O=CNCc1nc2ccccc2n1CCCc1ccccc1
assay / entry	17	18	19	20	21	22	23	24
MEKK3 PB1 HTS	100	101	101	103	104	101	112	109
DNA FID counter	-18	-5	-37	-3	-24	-13	-8	-9
SUMO HTRF inh	11	4	0	-8	0	10	18	0
MEKK2mut PB1 HTS	3	5	6	5	6	-8	-3	16
CRFBP-R2 agonist	-0.9	1.6	-0.7	0.9	-0.5	-1.6	0.9	0.3
NS3 helicase inh	22	5	3	-4	-10	-3	2	-4
CRFBP-R2 block	18	0	-2	-1	-8	7	1	-3
MEKK2 WT-MEK5	102	104	105	102	102	97	108	111
GalR3 antag	-5	-5	1	-7	-4	-5	-3	-1

[25] COC(=O)c1sc(-c2ccc(Cl)cc2)cc1NC(=O)/C=C/C(=O)O
[26] CCOC(=O)C(C#N)c1ccccn1 (centres undefined)
[27] CCOC(=O)c1cc2c(=O)n3ccccc3nc2n(Cc2ccco2)c1=NC(=O)c1cccc(OC)c1
[28] COC(=O)c1sccc1NC(=O)c1cc(-c2cccc(C)c2)nc2ccccc12
[29] O=C(CNC(=O)c1ccccc1F)N/N=C/c1cccnc1
[30] CS(=O)(=O)n1nc(-c2cccnc2)nc1NCc1ccccc1
[31] Cc1cccc(N2C(=O)SC(SC(=Nc3ccccc3)Nc3ccccc3)C2=O)c1 (centres undefined)
[32] COC(=O)c1ccc(-c2ccc([C@H]3[C@H]4C=CC[C@@H](C)[C@@H]4C(=O)N3Cc3ccccc3)c(F)c2)cc1
assay / entry	25	26	27	28	29	30	31	32
MEKK3 PB1 HTS	88	102	96	100	100	98	100	102
DNA FID counter	-12	1	-14	-9	-2	-12	1	nt
SUMO HTRF inh	15	11	26	35	-21	5	10	-4
MEKK2mut PB1 HTS	-15	5	-14	2	0	-2	-2	-3
CRFBP-R2 agonist	-0.4	0.9	18	2.2	-0.8	0.9	4.6	2.8
NS3 helicase inh	6	-1	25	1	8	12	-8	nt
CRFBP-R2 block	-1	10	11	-3	-6	-17	14	-4
MEKK2 WT-MEK5	92	101	82	98	101	96	99	94
GalR3 antag	-1	-7	-6	-7	-10	-6	4	-4

[33] O=[N+]([O-])c1ccc(Cl)cc1Sc1cccc2cccnc12
[34] CCC(C)(C(=O)NC1CCCCC1)N(Cc1ccco1)C(=O)c1cnccn1 (centres undefined)
[35] CCc1ccc(-c2nc(CN3CCC(C(=O)NCCc4ccc(OC)c(OC)c4)CC3)c(C)o2)cc1
[36] CCN1C(=O)/C(=C/c2cn(C)nc2C)SC1=S
[37] CCN1CNC(=S)N(c2cccc(C)c2)C1
[38] CC(C)OCCCNC(=S)N1CCC(C(=O)c2ccc(Cl)cc2)CC1
[39] Cc1cc(=O)[nH]c(N2CCCC2)n1
[40] CS(=O)(=O)N1CCC(C(=O)c2cccc(Cl)c2)CC1
assay / entry	33	34	35	36	37	38	39	40
MEKK3 PB1 HTS	104	100	99	102	90	104	94	103
DNA FID counter	2	-8	34	-4	1	-33	3	-3
SUMO HTRF inh	-36	30	18	3	5	8	16	11
MEKK2mut PB1 HTS	2	-2	2	3	-9	12	7	3
CRFBP-R2 agonist	1.1	0.1	1.0	1.2	-0.2	-3.1	-1.0	0.1
NS3 helicase inh	3	5	-40	-2	3	-12	1	5
CRFBP-R2 block	-4	-17	-9	0	-1	9	10	0
MEKK2 WT-MEK5	104	97	117	104	95	109	101	105
GalR3 antag	1	-5	-1	-6	-4	-10	8	-3

[41] O=C(CN(Cc1ccccc1Cl)C(=O)c1csnn1)NCc1ccc(F)cc1
[42] CCOC(=O)C1CCN(c2ncnc3nc[nH]c23)CC1
[43] C=CCOC(=O)C1=C[C@@H](c2cn(C(C)=O)c3ccccc23)C[C@@H](OCc2ccc(CO)cc2)O1
[44] CSc1ccccc1NC(=O)C1=CC(c2ccc(C)cc2)=NS(=O)(=O)N1C
[45] CCNC(=O)Cc1ccc(NS(=O)(=O)c2ccc(F)cc2)cc1
[46] COc1ccc(NC(=O)C2CC(c3cc(OC)c(OC)c(OC)c3)=NO2)cc1OC (centres undefined)
[47] CCOC(=O)CSc1ccc2nnc(CCNS(=O)(=O)c3ccc(C)cc3)n2n1
[48] O=[N+]([O-])c1cc(C(F)(F)F)ccc1NN=C1CCCC1
assay / entry	41	42	43	44	45	46	47	48
MEKK3 PB1 HTS	100	110	83	100	97	87	106	104
DNA FID counter	-26	-5	nt	-18	1	-21	-11	2
SUMO HTRF inh	8	6	nt	-14	-3	-8	-9	-13
MEKK2mut PB1 HTS	-2	12	-6	0	0	1	5	2
CRFBP-R2 agonist	0.0	0.7	-0.1	1.3	-1.6	-5.0	4.8	-0.5
NS3 helicase inh	-9	3	nt	-12	28	-1	0	-3
CRFBP-R2 block	1	8	2	-22	1	12	36	-3
MEKK2 WT-MEK5	99	110	88	98	93	93	107	102
GalR3 antag	-9	7	-2	nt	-5	-4	-7	-3

Reformatted bar-delimited: six of the compounds above
entry | mol | MEKK3 PB1 HTS | DNA FID counter | SUMO HTRF inh | MEKK2mut PB1 HTS | CRFBP-R2 agonist | NS3 helicase inh | CRFBP-R2 block | MEKK2 WT-MEK5 | GalR3 antag
7 | O=C(Nc1ccccc1O)c1ccc2c(c1)C(=O)N(c1ccccc1)C2=O | 95 | 0 | 14 | -1 | 1.7 | -9 | 0 | 101 | 2
8 | CSc1ccc(C2CC(=O)Nc3nc(SC)[nH]c(=O)c32)cc1 (centres undefined) | 114 | -6 | -8 | 0 | -0.6 | 1 | 40 | 107 | -2
9 | Cc1ccc2[nH]c(=O)c(CN(CCCO)C(C)c3nnnn3Cc3ccco3)cc2c1 (centres undefined) | 119 | -16 | -5 | 24 | 3.6 | 27 | -7 | 118 | 4
10 | COc1ccc(OC)c(NC(=O)C2CCCN(S(C)(=O)=O)C2)c1 (centres undefined) | 105 | -6 | 0 | 11 | -1.5 | -2 | 0 | 107 | -10
11 | O=c1oc(-c2ccco2)nc2sc3c(c12)CCCCC3 | 98 | -3 | 27 | -4 | 0.6 | 3 | 38 | 100 | 3
12 | Cc1ccc(S(=O)(=O)N2CCN(CC(=O)N/N=C\c3ccccn3)CC2)cc1 | 108 | -24 | 13 | 8 | 0.1 | -7 | -3 | 102 | -9

More entries
[49] Cc1c(NC(=O)c2ccccc2NS(=O)(=O)c2ccc(F)cc2)c(=O)n(-c2ccccc2)n1C
[50] Cc1cc(CNCc2cn(C)nc2-c2ccc(Oc3ccccc3)cc2)on1
[51] Cc1ccc(CN2C(=O)c3ccccc3Sc3ccc(C(=O)NCCCN4CCOCC4)cc32)cc1
[52] Cc1ccc(S(=O)(=O)NCC(=O)OCc2ccccc2)cc1
[53] O=C(O)Cc1nn(Cc2ccc(Cl)cc2)c(=O)c2ccccc12
[54] Nc1c(Cl)cnc(C(Cl)(Cl)Cl)c1Cl
[55] COC(=O)/C=C/c1ccsc1NC(C)=O
[56] Cc1cc(C)c(S(=O)(=O)N2CCOC2CNC(=O)C(=O)NCCCN2CCOCC2)c(C)c1 (centres undefined)
assay / entry	49	50	51	52	53	54	55	56
MEKK3 PB1 HTS	100	99	97	69	101	82	90	102
DNA FID counter	-20	2	37*	-15	-6	3	0	-3
SUMO HTRF inh	14	5	nt	5	17	18	0	3
MEKK2mut PB1 HTS	2	4	-3	-9	5	-6	-5	-2
CRFBP-R2 agonist	-1.9	-0.9	6.1	-3.9	0.5	-4.6	-0.4	-4.8
NS3 helicase inh	-2	-19	-76	-11	-3	0	12	-3
CRFBP-R2 block	7	0	-31	9	0	21	-6	6
MEKK2 WT-MEK5	97	95	111	82	102	83	91	101
GalR3 antag	-9	-3	-10	0	-4	-4	2	-3
